# CIT2 TOR yeast – modulators of TOR pathway CIT2-GFP in S. cerevisiae | S. cerevisiae CIT2-GFP strain, flow cytometry, 3 h; 100 means same as DMSO wells | GFP response vs DMSO, % at 10 µM | 320,000 compounds, 0.065% hits;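 active = GFP response relative to DMSO above a set limit, near the screen mean plus 3 SD, cut at about 150% in these data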;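 also: ratio of well median GFP fluorescence to mean of DMSO wells on the plate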
# RPL19A-GFP yeast – yeast TOR pathway RPL19A-GFP modulation | AID 2025 | S. cerevisiae RPL19A-GFP strain, flow cytometry, 3 h; stronger effect = lower value | percent response vs DMSO, % at 10 µM | 330,000 compounds, 0.3% hits;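 active = percent response vs DMSO below 50%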;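 also: median channel GFP fluorescence of the barcoded RPL19A-GFP strain; ratio of sample median GFP to plate DMSO average so 100% = DMSO; lower means less RPL19A-GFP as with rapamycin TOR inhibition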
# MEP2 TOR yeast – modulators of TOR pathway MEP2-GFP in S. cerevisiae; 330,000 compounds, 0.51% hits; GFP response vs DMSO, % at 10 µM; AID 2016; S. cerevisiae MEP2-GFP strain, flow cytometry GFP, 3 h; 100% = DMSO control level;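 active = GFP response versus DMSO above a set limit, roughly screen mean plus 3 SD, cut at about 180% in these data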;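 also: median GFP fluorescence of the barcode-gated MEP2-GFP cells per well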
# Yeast superoxide – lowers age-related superoxide in aged yeast cells; S. cerevisiae aged cells, superoxide DHE fluorescence; stronger effect = lower value; superoxide response (% of plate mean), % at 10 µM; 330,000 compounds, 0.18% hits;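 active = superoxide response under a set limit, about three screen SD below normal, cut at about 65% in these data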;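 also: yeast aged for seven days with compound at 30 °C before DHE staining; 100% = average MFI of all compound-treated wells on the plate with controls excluded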
# LAP4-GFP MLPCN – yeast TOR pathway LAP4-GFP modulation; S. cerevisiae LAP4-GFP multiplex, flow cytometry GFP, 3 h; median GFP as percent of DMSO wells; GFP response vs DMSO, % at 10 µM; 320,000 compounds, 0.34% hits;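 active = GFP response vs DMSO above a set limit, about the screen mean plus 3 SD, cut at about 150% in these data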
# AGP1-GFP MLPCN – yeast TOR pathway AGP1-GFP modulation. S. cerevisiae AGP1-GFP multiplex flow cytometry, 3 h; GFP as percent of DMSO wells. GFP response vs DMSO, % at 10 µM. 320,000 compounds, 0.02% hits. AID 2066;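 active = GFP response relative to DMSO above a set limit, near screen average plus 3 SD, cut at about 150% in these data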;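 also: median GFP channel fluorescence of the gated AGP1 strain per well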
# Efflux pump inh – blocks antifungal efflux pumps in multiplex yeast assay | S. cerevisiae Candida pump triplex, Nile Red efflux | inhibition, % at 10 µM | 330,000 compounds, 0.44% hits | AID 485275;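 active = plate passing quality check with inhibition over a set limit, or well fluorescence over plate mean plus 4 SD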;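 also: Nile Red retained in pooled yeast measured as flow cytometry median fluorescence; 0% = buffer negative control and 100% = Enniatin B positive control; higher means more Nile Red kept so more efflux inhibition; some compounds called inactive have numbers as strong as hits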
# AHR act – activates the human aryl hydrocarbon receptor | AID 2796 | P35869 | activation, % at 5 µM | AHR-responsive luciferase reporter cells, luminescence | 320,000 compounds, 2.5% hits; in the data active = activation above about 47%;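 also: 0% = vehicle wells and 100% = reference agonist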
# Target sequence (P35869 whole entry, looked up): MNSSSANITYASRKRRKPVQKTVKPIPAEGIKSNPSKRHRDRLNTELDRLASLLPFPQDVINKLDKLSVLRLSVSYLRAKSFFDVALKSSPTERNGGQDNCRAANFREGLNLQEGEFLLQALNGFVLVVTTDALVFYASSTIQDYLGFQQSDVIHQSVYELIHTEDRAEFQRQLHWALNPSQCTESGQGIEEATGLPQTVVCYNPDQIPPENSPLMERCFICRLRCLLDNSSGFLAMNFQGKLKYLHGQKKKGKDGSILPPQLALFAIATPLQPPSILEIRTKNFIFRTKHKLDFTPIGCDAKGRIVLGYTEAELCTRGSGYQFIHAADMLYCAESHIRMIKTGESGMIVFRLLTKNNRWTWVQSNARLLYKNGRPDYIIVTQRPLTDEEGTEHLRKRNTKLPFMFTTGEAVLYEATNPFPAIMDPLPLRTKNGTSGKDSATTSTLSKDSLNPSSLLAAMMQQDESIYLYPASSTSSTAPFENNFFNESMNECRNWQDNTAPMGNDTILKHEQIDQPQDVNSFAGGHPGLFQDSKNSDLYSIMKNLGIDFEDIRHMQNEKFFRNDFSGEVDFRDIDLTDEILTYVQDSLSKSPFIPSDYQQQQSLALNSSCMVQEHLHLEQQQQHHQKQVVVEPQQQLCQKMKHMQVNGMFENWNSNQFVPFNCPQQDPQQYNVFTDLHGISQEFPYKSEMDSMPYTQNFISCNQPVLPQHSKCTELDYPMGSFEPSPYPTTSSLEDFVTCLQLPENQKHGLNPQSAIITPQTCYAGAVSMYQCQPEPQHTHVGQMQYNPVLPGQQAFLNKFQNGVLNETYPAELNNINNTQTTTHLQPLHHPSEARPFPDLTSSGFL
# * hit, by the source's call; / = no result given; [ ] = another dose, or the depositor's remark. Rows were taken by chance, and some 3.9% of all compounds hit somewhere here.
# Start of the listing, in advance:
SMILES,CIT2 TOR yeast,RPL19A-GFP yeast,MEP2 TOR yeast,Yeast superoxide,LAP4-GFP MLPCN,AGP1-GFP MLPCN,Efflux pump inh,AHR act
CCOc1ccccc1NC(=O)CSc1nnnn1-c1ccccc1,105,98,94,89,105,92,0.0,8
O=C(N/N=C/c1cccc(O)c1)c1csc2ccccc12,107,98,98,102,102,99,-0.1,8
COc1ccc(N2CCN(S(=O)(=O)CCNC(=O)CCCc3ccccc3)CC2)cc1,104,104,102,87,112,109,0.1,1
COc1ccc(-c2nc(SCC(=O)Nc3c(F)cccc3F)n[nH]2)cc1,104,101,105,109,106,109,0.2,8
Cc1cccc2cc(CN(Cc3ccc4c(c3)OCO4)Cc3nnnn3C3CCCC3)c(=O)[nH]c12,87,91,93,141,91,90,0.3,21

# The list itself, from the start:
SMILES,CIT2 TOR yeast,RPL19A-GFP yeast,MEP2 TOR yeast,Yeast superoxide,LAP4-GFP MLPCN,AGP1-GFP MLPCN,Efflux pump inh,AHR act
CCOc1ccccc1NC(=O)CSc1nnnn1-c1ccccc1,105,98,94,89,105,92,0.0,8
O=C(N/N=C/c1cccc(O)c1)c1csc2ccccc12,107,98,98,102,102,99,-0.1,8
COc1ccc(N2CCN(S(=O)(=O)CCNC(=O)CCCc3ccccc3)CC2)cc1,104,104,102,87,112,109,0.1,1
COc1ccc(-c2nc(SCC(=O)Nc3c(F)cccc3F)n[nH]2)cc1,104,101,105,109,106,109,0.2,8
Cc1cccc2cc(CN(Cc3ccc4c(c3)OCO4)Cc3nnnn3C3CCCC3)c(=O)[nH]c12,87,91,93,141,91,90,0.3,21
Cc1ccc(/C=C2/Sc3ccccc3N(CC(=O)NCC3CCCO3)C2=O)cc1 (stereo not drawn),103,99,103,108,106,102,-0.1,-3
Cc1nn(C)c(C)c1/C=C1/SC(=S)NC1=O,99,98,99,82,89,89,-0.1,1
CCOP(=O)(OCC)C(NC(=O)Nc1ccccc1)c1ccccc1 (stereo not drawn),106,102,90,94,91,98,-0.1,-3
N=c1c(C(=O)NC2CCCC2)cc2c(=O)n3ccccc3nc2n1Cc1ccccc1,102,105,110,89,101,101,0.2,4
CC(=O)c1ccc(N2C(=O)[C@@H]3C(C(=O)CCN4C(=O)c5ccccc5C4=O)=NN[C@@H]3C2=O)cc1,101,103,98,118,89,95,0.0,4
COc1ccc(COc2ccsc2C(=O)Nc2ccc(Cl)cc2)cc1,95,96,99,96,105,97,-0.1,9
CC(C)(C)c1ccc(OCC(=O)N2CCN(c3ccccn3)CC2)cc1,95,93,98,100,95,94,0.1,14
CCN1CCN(S(=O)(=O)c2cccs2)CC1,61,103,89,104,103,72,-0.1,1
CCOc1cccc(CNCc2ccncc2)c1,107,102,103,95,95,106,-0.1,/
O=C(OCc1ccc(COC(=O)c2ccc(O)cc2)cc1)c1ccc(O)cc1,98,98,101,89,96,96,0.3,3
N#CC1=C2SCN(c3ccc(F)cc3)CN2C(=O)CC1c1cccc(F)c1 (stereo not drawn),130,100,102,84,101,105,-0.2,1
CCC(=O)Nc1ccc2nc(SCC(=O)N3CCOCC3)sc2c1,105,104,105,119,104,113,0.0,7
O=C(CN1C(=O)CC(c2ccccc2)Sc2ccccc21)NCC1CCCO1 (stereo not drawn),101,99,104,102,87,96,0.1,4
COc1ccc(N2CCN(C(CNC(=O)C(=O)NCc3ccc4c(c3)OCO4)c3ccco3)CC2)cc1 (stereo not drawn),91,96,101,88,98,98,0.0,2
CCCNC(=O)C(Cc1ccccc1)NC(=O)c1ccccn1 (stereo not drawn),99,95,89,105,95,94,-0.1,1
COc1ccc(NC(=O)[C@@H]2CCCN2C(=O)c2cccs2)cc1S(=O)(=O)N1CCCCC1,88,97,97,90,111,99,0.0,2
COc1ccc(/C(O)=C2/C(=O)C(=O)N(c3ncccn3)C2c2ccc(OC)cc2)cc1 (stereo not drawn),102,99,102,93,96,99,-0.1,-4
Cc1cccc(-n2nc(C(=O)c3ccco3)cc(-c3nc4ccccc4[nH]3)c2=N)c1,99,105,106,141,94,100,0.0,28
COc1cccc(CNC(=O)CCS(=O)(=O)c2ccccc2Cl)c1,88,92,89,89,94,89,-0.2,0
CCN(CC)CCCNC(=O)c1cc2nc(-c3ccccc3)cc(C(F)(F)F)n2n1,99,99,96,101,88,95,-0.2,-2

# One compound at a time (already shown). Order of values: CIT2 TOR yeast | RPL19A-GFP yeast | MEP2 TOR yeast | Yeast superoxide | LAP4-GFP MLPCN | AGP1-GFP MLPCN | Efflux pump inh | AHR act
# Cc1cccc(-n2nc(C(=O)c3ccco3)cc(-c3nc4ccccc4[nH]3)c2=N)c1 reads 99 | 105 | 106 | 141 | 94 | 100 | 0.0 | 28
# CC(=O)c1ccc(N2C(=O)[C@@H]3C(C(=O)CCN4C(=O)c5ccccc5C4=O)=NN[C@@H]3C2=O)cc1 reads 101 | 103 | 98 | 118 | 89 | 95 | 0.0 | 4

# (list continues)
SMILES,CIT2 TOR yeast,RPL19A-GFP yeast,MEP2 TOR yeast,Yeast superoxide,LAP4-GFP MLPCN,AGP1-GFP MLPCN,Efflux pump inh,AHR act
CCc1ccc(NC(=S)NC2CC3CCCC(C2)N3Cc2cccs2)cc1 (stereo not drawn),101,96,103,98,99,104,-0.1,3
Cc1cc(N2CCCc3ccccc32)n2ncnc2n1,112,104,111,103,103,114,-0.1,0
O=C(CN1CCc2ccccc2C1)Nc1ccc(F)cc1F,100,107,101,104,101,104,0.1,-2
Cc1cccc(CS(=O)(=O)Cc2ccc(C(=O)NCCCN3CCCC3)o2)c1,104,101,103,121,111,/,0.0,3
CC(C)(C)CC(=O)N[C@@H](Cc1ccccc1)c1nc2ccccc2[nH]1,99,103,108,96,96,98,-0.1,3
CCN(CC)CCCN1C(=O)c2oc3ccccc3c(=O)c2C1c1cccnc1 (stereo not drawn),101,99,102,91,101,101,0.0,3
N#Cc1c(NC(=O)CCn2cnc3ccccc3c2=O)oc(-c2ccccc2)c1-c1ccccc1,102,96,97,91,97,106,-0.1,5
CCNC(=O)Cc1ccc(Br)cc1,105,/,105,101,99,104,-0.5,2
Cc1ccccc1C(=O)N(Cc1cccs1)C1CCS(=O)(=O)C1 (stereo not drawn),108,108,104,94,102,103,0.1,-1
COc1ccc(NC(=O)CSc2nnc(N)n2CC(=O)Nc2ccc(OC)cc2)cc1,96,100,92,89,93,100,0.0,-2
Cc1c(CCO)c(=O)[nH]n1S(=O)(=O)c1ccc([N+](=O)[O-])cc1,156*[may fluoresce green],92[may fluoresce green],103[may fluoresce green],97,102[may fluoresce green],115[may fluoresce green],-0.2,2
O=C(Cc1ccc(Br)cc1)Nc1ccccc1Cl,96,102,101,85,92,96,0.0,-2
CC(/C=C/c1cccs1)=C\C(=O)O,85,97,87,101,91,89,-0.1,3
COCCN(CCOC)C(=O)c1c[nH]c2ccc(S(=O)(=O)N(C)c3ccc(F)cc3)cc2c1=O,104,90,94,90,88,97,-0.4,3
O=C(Cn1nnc(-c2ccc(CN3CCOCC3)cc2)n1)Nc1nc(-c2ccccc2)cs1,99,92,101,87,107,104,-0.1,16
Cn1c(Cl)c(/C=N/OC(=O)c2cccc(Cl)c2)c2ccccc21,93,98,95,104,102,104,0.2,-5
Cc1cccc(NC(=O)c2cc([N+](=O)[O-])ccc2NC2CCCCC2)c1,104,105,109,118,101,106,0.1,3
CCCc1cc(C(=O)NCc2cccnc2)no1,121,101,97,103,105,106,-0.1,6
Cc1ccc(O)c(C=Nc2ccc3[nH]ncc3c2)c1,99,99,104,104,94,95,-1.3,-1
CCC(=O)Nc1ccc(NC(=O)c2ccccc2)nc1,102,97,102,102,88,101,0.0,4
O=C(CSc1nnc(CNC(=O)c2c(F)cccc2F)o1)NCc1ccc(F)cc1,94,94,94,104,103,97,0.1,3
Cc1cc(C)n(-c2cc(N3CCN(C(=O)c4ccc(C(C)(C)C)cc4)CC3)ccc2[N+](=O)[O-])n1,88,92,95,102,93,94,0.0,2
Cc1nc(-c2ccc(S(=O)(=O)Oc3ccccc3Cl)s2)cs1,101,98,100,108,107,113,-0.1,4
COc1ccccc1CNC(=O)CN1C(=O)NC(c2ccccc2)(c2ccccc2)C1=O,105,100,93,80,89,101,-0.2,2
CC(C)[N+](C)(C)CC#CC(O)(c1ccccc1)c1ccccc1,99,93,94,96,109,106,0.0,3
SMILES,CIT2 TOR yeast,RPL19A-GFP yeast,MEP2 TOR yeast,Yeast superoxide,LAP4-GFP MLPCN,AGP1-GFP MLPCN,Efflux pump inh,AHR act
NC(=O)c1ncc(C(F)(F)F)cc1Oc1cccnc1,103,108,104,107,102,109,-0.1,1
O=C(O)c1n[nH]c2c1CCCCC2,87,95,136,99,127,119,0.0,-1
Cn1nnnc1Sc1ncnc2scc(-c3ccc(Cl)cc3)c12,106,103,116,102,124,110,-0.1,-1
CC(C)(C)NC(=O)CN(Cc1cccs1)C(=O)CNS(=O)(=O)c1ccc(F)cc1,81,86,88,93,104,92,-0.1,-1
Cc1ccc(NS(=O)(=O)c2ccc3c(c2)NC(=O)CC(=O)N3)cc1C,91,96,92,102,115,92,-0.1,-2
CN(C)S(=O)(=O)c1ccc(Cl)c(NC(=O)COC(=O)CN2C(=O)NC(C)(C)C2=O)c1,89,95,100,109,97,90,0.0,0
C#CCOCCOCCOCCNc1nc(N2CCN(C(=O)CCCCCCCCCCNC(=O)[C@H]([C@@H](C)CC)n3cc(CCCCCN)nn3)CC2)nc(N2CCN(C(=O)CCCCCCCCCCNC(=O)[C@@H]([C@H](C)O)n3cc(C)nn3)CC2)n1,63,88,91,95,121,75,0.1,3
COc1ccc(CNC(=O)C2=CC(c3ccc(OC)cc3)=NS(=O)(=O)N2C)cc1,100,96,96,114,101,103,0.0,5
O=C(Nc1ccon1)c1ccc(F)c(S(=O)(=O)N2CCCCC2)c1,100,92,101,97,104,97,0.1,0
Cc1ccccc1NS(=O)(=O)c1ccc(C(=O)OCC(=O)NCC(C)C)cc1,94,94,100,100,95,95,-0.2,2
CC(=O)c1c(C)oc2ccc(N(C(=O)c3ccncc3)S(=O)(=O)c3ccccc3)cc12,103,103,104,107,107,106,0.1,6
Cn1c(NC(=O)/C=C\c2ccccc2)cc(=O)n(C)c1=O,104,107,104,95,93,102,0.1,50*
C[C@H](NC(=O)OC(C)(C)C)C(=O)N/N=C/c1ccc2nccnc2c1,94,96,91,94,104,100,-0.1,3
COc1ccc(OC)c(Cc2nnc(CCC(=O)N3CCCCC3)o2)c1,106,98,105,103,103,101,0.0,10
CCOCCCNC(=O)C1(O)c2ccccc2NC(=O)N1c1ccc(C)c(C)c1 (stereo not drawn),103,103,102,102,93,101,-0.1,-1
CC1CC(C)(C)N(C(=O)CN2C(=O)c3ccccc3C2=O)c2ccccc21 (stereo not drawn),98,95,98,95,107,98,0.0,3

# Taken from above:
# Value of `C[C@H](NC(=O)OC(C)(C)C)C(=O)N/N=C/c1ccc2nccnc2c1` in RPL19A-GFP yeast: 96
# Value of `NC(=O)c1ncc(C(F)(F)F)cc1Oc1cccnc1` in Efflux pump inh: -0.1
# Value of `CC(=O)c1c(C)oc2ccc(N(C(=O)c3ccncc3)S(=O)(=O)c3ccccc3)cc12` in RPL19A-GFP yeast: 103
# Value of `CCOCCCNC(=O)C1(O)c2ccccc2NC(=O)N1c1ccc(C)c(C)c1` (stereo not drawn) in Efflux pump inh: -0.1
# Value of `COc1ccc(OC)c(Cc2nnc(CCC(=O)N3CCCCC3)o2)c1` in RPL19A-GFP yeast: 98
# Value of `O=C(O)c1n[nH]c2c1CCCCC2` in CIT2 TOR yeast: 87

# Bioassay records deposited in PubChem by several laboratories.
